Nrf2 inh: Nrf2 pathway inhibition | Potency, µM (doses to about 46 µM), without a hit: top-dose activity change, negative = inhibition, actives largely listed as inhibitors | A549 ARE-Fluc reporter, luciferase luminescence, 18-24 h | 2.1% of 360,000 active; also: potency is read from the fitted curve at half-maximal effect; % is scaled to controls: 0 for no effect and ±100 for the full control effect; nearly all actives have a fitted effect of over 60% in size
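Quantitative HTS in A549 cells stably bearing an antioxidant response element-firefly luciferase construct. Inhibition of Nrf2-driven transcription was scored by luminescence after 18-24 h of compound exposure at 37 °C.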
TGFb inhibitor: blocks TGF-b signaling | HepG2 CAGA-GFP TGF-b/SMAD3 reporter, GFP fluorescence, 18 h; TGF-beta stimulated, 500 pg/mL final | Potency, µM (top dose mostly 46.1 µM), without a hit: top-dose activity, negative = inhibition, most hits filed as inhibitors | 1.2% of 410,000 active | AID 588855; also: potency is read from the fitted curve at half-maximal effect; % is scaled to controls: 0 for no effect and ±100 for the full control effect; nearly all actives have a fitted effect of over 65% in size
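Inhibition of TGF-beta-driven CAGA-GFP reporter expression in HEPG2 cells is measured by cellular GFP fluorescence after 18 h stimulation with 500 pg/mL recombinant TGF-beta in 1% FBS medium at 37 degrees C.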
Nrf2 activator: Nrf2 pathway activation | 0.31% of 410,000 active | AREc32 ARE-luciferase reporter (MCF7-derived line), luminescence, 24 h | AID 624171 | Potency, µM (doses to about 46.1 µM), for inactives: at the highest dose activation, actives largely listed as activators; also: potency is read from the fitted curve at half-maximal effect; % of control where 0% means no effect; nearly all actives have a fitted effect of over 65% in size
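For detection, Steady-Glo was added and plates sat 30 min at RT; before that, AREc32_Fluc cells grown overnight in OPTI-MEM/5% FBS had been treated with 23 nL compound for 24 hr at 37 deg C.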
EPAC2 antag: antagonists of human EPAC2; Potency, µM (titrated, usually from 114 µM), for the others: at the top dose activity, negative = inhibition, usual class: inhibitors; Q8WZA2; EPAC2 GEF exchange of Rap1B-BODIPY-GDP, fluorescence; 0.18% of 360,000 active; also: potency is read from the fitted curve at half-maximal effect; % is scaled to controls: 0 for no effect and ±100 for the full control effect; nearly all actives have a fitted effect of over 45% in size; many of its hits are not listed in these tables
Target sequence (Q8WZA2 whole entry, looked up): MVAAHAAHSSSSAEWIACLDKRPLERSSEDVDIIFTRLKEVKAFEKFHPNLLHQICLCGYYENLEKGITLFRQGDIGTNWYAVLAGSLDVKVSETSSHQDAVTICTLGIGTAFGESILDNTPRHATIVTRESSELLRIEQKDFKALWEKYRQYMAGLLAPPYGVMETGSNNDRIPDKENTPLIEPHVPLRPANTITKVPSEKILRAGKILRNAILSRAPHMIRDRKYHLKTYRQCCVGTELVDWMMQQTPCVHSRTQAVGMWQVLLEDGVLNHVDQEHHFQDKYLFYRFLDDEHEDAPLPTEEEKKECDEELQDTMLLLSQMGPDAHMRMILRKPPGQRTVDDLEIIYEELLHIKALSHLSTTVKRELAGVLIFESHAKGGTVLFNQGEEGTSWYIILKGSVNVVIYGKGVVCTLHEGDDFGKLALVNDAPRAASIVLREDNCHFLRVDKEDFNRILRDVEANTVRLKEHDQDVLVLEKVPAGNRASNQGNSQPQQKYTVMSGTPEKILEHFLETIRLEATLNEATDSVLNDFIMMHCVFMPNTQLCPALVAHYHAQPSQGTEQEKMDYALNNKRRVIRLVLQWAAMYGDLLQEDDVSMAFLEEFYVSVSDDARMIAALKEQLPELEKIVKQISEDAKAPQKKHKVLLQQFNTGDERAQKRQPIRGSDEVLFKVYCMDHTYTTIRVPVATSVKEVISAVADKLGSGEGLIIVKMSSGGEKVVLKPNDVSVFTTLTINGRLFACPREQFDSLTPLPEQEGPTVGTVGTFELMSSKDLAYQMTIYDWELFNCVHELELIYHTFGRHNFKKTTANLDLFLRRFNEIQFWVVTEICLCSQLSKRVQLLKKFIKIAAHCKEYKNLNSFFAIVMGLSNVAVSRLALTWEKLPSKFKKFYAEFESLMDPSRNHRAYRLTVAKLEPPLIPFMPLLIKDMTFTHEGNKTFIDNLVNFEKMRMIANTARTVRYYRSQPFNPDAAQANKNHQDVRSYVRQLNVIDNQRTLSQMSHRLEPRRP
Mm-Cpn inhibitor: blocks the Methanococcus maripaludis chaperonin Mm-Cpn. purified Mm-Cpn ATPase, ADP Transcreener TR-FRET. Potency, µM (top dose mostly 76.9 µM), inactives show at the top dose activity, negative = inhibition, actives largely listed as inhibitors. 0.031% of 330,000 active; also: potency is read from the fitted curve at half-maximal effect; % is scaled to controls: 0 for no effect and ±100 for the full control effect; nearly all actives have a fitted effect of over 80% in size
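Compound-treated chaperonin, 25 nM final, turns over 10 uM ATP at 37°C for 30 min following a 10 min preincubation; ADP generated competes with ADP-d2 for Eu-cryptate antibody, lowering FRET.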
EPAC2 agonist: activates human EPAC2 exchange factor; Q8WZA2; EPAC2 activation, biochemical qHTS; response scale: 100% = 6.5 mM cAMP response; Potency, µM (highest dose often 154 µM), for the others: top-dose activation, usual class: activators; 0.079% of 360,000 active; AID 720711; also: potency is read from the fitted curve at half-maximal effect; nearly all actives have a fitted effect of over 50% in size
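Each well held 100 nM EPAC2, 250 nM RAP1B-BODIPY-GDP and 50 uM GDP. Fluorescence, read at 5-min intervals to 30 min, was referenced to a 6.5 mM cAMP positive control.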
A549 tox: kills or reduces viability of A549 cells in Nrf2 counter-screen | A549 ARE-Fluc cells, CellTiter-Fluor viability, 18-24 h | Potency, µM (titrated, usually from 46 µM), for the others: at the highest dose activity change, negative = cytotoxicity, hits mostly inhibitors | 0.16% of 390,000 active | AID 504648; also: potency is read from the fitted curve at half-maximal effect; % is scaled to controls: 0 for no effect and ±100 for the full control effect
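A549 ARE-Fluc cells in 5% FBS OPTI-MEM, 5000 cells/well, rested 2 h then exposed to compounds in concentration-response for 18-24 h at 37 °C. Viability by CellTiter-Fluor fluorescence (Ex 405/Em 525) after 30 min; luciferase luminescence (BugLite, 15 min, RT) read afterwards.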
CCT modulator: changes cytosolic chaperonin activity; purified chaperonin ATPase assay, HTRF ADP detection, 30 min; activity change, % (test concentration not listed), hits read low; 0.3% of 360,000 active; in the data active = activity change below about -30%; also: % is scaled to controls: 0 for no effect and ±100 for the full control effect
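TRiC (40 or 20 nM final, by batch activity) in 30 mM Tris pH 7.4, 100 mM KCl, 5 mM MgCl2, 1 mM DTT was treated with compound at 76 uM single dose, then 10 uM ATP, 30 min at 37 °C. ADP was read by HTRF Transcreener.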
Akt phos inh: inhibitors of Akt phosphorylation; activity change, % for hits at 50 µM; Neuro2A IGF-stimulated pAkt S473 HTRF, 20 min; hits give low values; 0.32% of 360,000 active; in the data active = activity change below about -80%; inconclusive = mostly about -51% to -80%; also: % is scaled to controls: 0 for no effect and ±100 for the full control effect
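Neuro2A cells in DMEM with 0.5% FBS, overnight at 37 deg C, given compound at single 50 µM final, then IGF (6 nM final) for 20 min at 37 deg C. Lysed; phospho-Akt Ser473 by HTRF after 24 h, 665/615 ratio.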
Numbers without * were called inactive; i = inactive; ? = inconclusive; . = not tested or not shown; & = joins results of further samples; [ ] = dose if it differs, or a comment. Unless noted, calls follow the shape of the dose curve; as a rule, active = well fitted curve in the direction sought with a large enough effect; inconclusive = small, poorly fitted or top-dose-only effect, or another doubt; inactive = no such curve, though single readings can be large; an effect the other way counts as inactive or inconclusive. This is a subset; count on the stated rates, not on these rows.

SMILES	Nrf2 inh	TGFb inhibitor	Nrf2 activator	EPAC2 antag	Mm-Cpn inhibitor	EPAC2 agonist	A549 tox	CCT modulator	Akt phos inh
COc1ccc(C(=O)Nc2ccc(N3CCCCCC3)cc2)cc1S(=O)(=O)N1CCOCC1	13µM*	?	-0.6%	?	-6.3%	12.3%	-17.3%	-0.7	i
CCCCN(C)C(=O)c1sc(=O)n(CC(=O)c2ccccc2OC)c1C	.	-14.4%	-0.1%	0.7%	.	-5.1%	.	2.1	i
COc1cccc(NC(=O)Nc2ccc(CC(=O)O)cc2)c1	-14.0%	4.1%	-0.2%	15.0%	5.2%	1.4%	-12.3%	2.4	i
CCn1cc(C(=O)O)c(=O)c2cc(F)c(N3CCN(C(=S)NC(=O)c4ccc(F)c(F)c4)CC3)cc21	?	4.5%	3.1%	-16.0%	4.7%	-3.5%	-1.6%	-2.6	i
C=C1CCC[C@]2(C)C[C@H]3OC(=O)C(CN(C)CC(OC)OC)[C@H]3CC12 (stereo partly drawn)	-18.6%	?	?	-10.4%	-0.1%	12.8%	-11.3%	1.3	i
Cc1ccc(-c2csc(NS(=O)(=O)c3cccc(F)c3)n2)o1	-4.1%	0.0%	0.1%	-0.5%	-1.3%	10.4%	-17.9%	-0.6	i
O=C(NNC(=S)NCc1ccc(Cl)cc1)c1cccnc1	-2.4%	1.3%	-0.8%	3.8%	0.7%	0.8%	-1.3%	-1.9	i
COc1cccc(S(=O)(=O)N(C)C[C@@H]2Oc3ncc(C#CCN(C)C)cc3C(=O)N([C@H](C)CO)C[C@H]2C)c1	.	3.3%	-0.5%	-4.1%	.	9.6%	.	-2.0	i
O=C(NCCc1ccccc1)c1ccc(CS(=O)(=O)c2ccc(Cl)cc2)o1	21.7%	?	6.8%&7.9%	-4.4%	-4.4%	-3.6%	9.3%&-10.8%	0.6	i
O=C(COc1ccccc1)Nc1ccc([N+](=O)[O-])cc1	1.2%	7.3%	-0.1%	5.8%	0.9%	-2.3%	1.0%	-1.5	i
CCCCCCCCN1C(=O)[C@H](CC(=O)N2CCCCC2)C[C@@]2(C(=O)OC)CCCCC=C12	.	.	-0.2%	-22.7%	.	6.6%	.	0.2	i
CC(C)CCNC(=O)CN(CC1CCCO1)C(=O)CCC(=O)Nc1nccs1 (stereo not drawn)	.	-3.9%	-0.4%	-2.6%	0.9%	15.0%	5.2%	-3.6	i
O=C(C=Cc1ccccc1)NCCNC(=O)C=Cc1ccccc1	9.5%	?	-0.2%	8.7%	.	4.1%	0.3%	-0.8	i
COC(=O)c1ccc(NC(=O)Cn2nc(C(=O)Nc3ccc(C)cc3)ccc2=O)cc1	11.0%	2.3%&16.0%	-0.7%&2.5%	-1.8%	-0.5%	-0.7%	-13.5%&7.0%	0.3	i
Cc1ccc(C)c(NC(=O)CN2C(=O)NC(C)(c3ccc4c(c3)OCCO4)C2=O)c1 (stereo not drawn)	-5.2%	-6.7%	0.1%	4.1%	-2.1%	11.6%	1.8%	-2.1	i
COc1cc(C)ccc1OCC(=O)Nc1nnc(C2CC2)s1	23.1%	7.3%	0.5%	11.5%	-0.1%	5.2%	-0.9%	1.7	i
Cc1cccc(NC(=O)Cn2nc3c4ccccc4n(Cc4ccccc4)cc-3c2=O)c1	11.0%	-25.2%	0.3%	.	.	.	4.2%	.	.
CCCCCn1c(=O)[nH]c2cc(C(=O)O)ccc2c1=O	-8.7%	-8.9%	-0.1%	-6.6%	0.7%	-4.9%	4.6%	-0.4	i
CC(=O)N1CC(=O)N(OCc2ccccc2)C1c1ccc(Cl)cc1Cl (stereo not drawn)	10.0%	3.4%	-0.1%	-0.2%	2.1%	9.7%	2.5%	-0.8	.
CCOc1cccc(-c2c(C(=O)N/N=C/c3ccc(C)o3)nnn2-c2nonc2N)c1	8.6%	4.2%	0.1%	-2.8%	-1.2%	-4.8%	1.0%	-1.2	i
O=C(COC(=O)C1COc2ccccc2O1)c1ccc(F)cc1 (stereo not drawn)	.	2.3%	-1.2%	-13.5%	.	-4.7%	.	1.1	i
CC1CCN(C(=O)COC(=O)c2ccc(Cl)nc2)CC1	3.0%	-5.4%	0.1%	-6.1%	2.7%	5.8%	0.2%	-0.8	i
O=C(NCCc1ccccc1)c1ccc(NC(=O)C2CCCC2)cc1	-0.4%	8.9%	0.8%	-17.2%	.	6.0%	1.8%	-2.2	i
CC1(C(=O)Nc2ccc3c(c2)OCCO3)CCN1C(=O)Cc1cc(F)ccc1F (stereo not drawn)	.	5.6%	-0.3%	-8.1%	.	0.8%	.	0.5	i
COc1cccc(-c2nc(CS(=O)CC(=O)NCc3ccc(F)cc3)c(C)o2)c1 (stereo not drawn)	-15.0%	-5.3%	2.0%	-4.1%	1.7%	12.8%	0.7%	-3.6	i
SMILES	Nrf2 inh	TGFb inhibitor	Nrf2 activator	EPAC2 antag	Mm-Cpn inhibitor	EPAC2 agonist	A549 tox	CCT modulator	Akt phos inh
Cc1cc(Cl)ccc1OC(C)C(=O)OCC(=O)Nc1ccc2[nH]c(=O)[nH]c2c1 (stereo not drawn)	9.1%	-19.6%	0.0%	-29.4%	-6.9%	1.8%	0.6%	-0.3	i
CCc1nc(Nc2ccc(O)cc2)c2oc3ccccc3c2n1	-23.6%	3.4%	6.0%	-7.7%	1.3%	6.4%	-6.7%	0.2	i
CC(C)COP(=O)(c1ccc(N(C)C)cc1)C(Nc1ccccc1)c1cccnc1 (stereo not drawn)	15.0%	-18.9%	4.5%	5.7%	-1.3%	-12.7%	2.9%	-0.7	i
CN1CCN/C1=C(/C(Cl)=C(Cl)Cl)[N+](=O)[O-]	-12.3%	10.6%	16.1%	-0.9%	-0.4%	6.1%	-8.6%	0.1	i
CCCCc1nnc(NC(=O)Cc2ccc(OC)c(S(=O)(=O)N3CCOCC3)c2)s1	-11.5%	-5.4%	-0.8%	-4.2%	0.5%	-4.0%	-1.9%	2.3	i
O=C(COC(=O)Cc1ccc(F)cc1)NCCc1ccccc1	-5.8%	1.6%	-0.7%	-3.7%	-3.2%	-1.3%	-8.9%	3.1	i
O=C(O)C1CSC2(c3ccc(Br)cc3)CCC(=O)N12 (stereo not drawn)	13.9%	-4.5%	2.0%	-2.8%	1.2%	-9.1%	1.8%	1.8	i
O=c1[nH]c2cc(Cl)cc(Cl)c2[nH]c1=O	3.1%	8.5%	2.4%	27.2%	-6.7%	3.5%	-5.0%	-1.2	i
O=C(O)CCn1c(SCc2ccccc2)nc2ccccc21	?	-18.7%	-0.2%	1.8%	-0.4%	13.4%	-1.0%	-8.3	i
CN(CCc1ccccc1)C1CCCN(S(=O)(=O)N(C)C)C1 (stereo not drawn)	2.4%	-1.4%	0.1%	-1.3%	0.2%	6.2%	1.8%	0.6	i
Cc1ccc(C)c(N2CCN(CCCNC(=O)c3ccc4nc(N5CCC(C)CC5)sc4c3)CC2)c1	1.7%	?	0.3%	.	.	.	?	.	.
O=C(C(=O)N1CCN(c2cccc(Cl)c2)CC1)N1CCCCC1	1.7%	48.5%[activator]	0.3%	-0.2%	-5.5%	13.1%	-1.9%	-1.2	i
COc1ccc(N2CC(C(=O)Nc3ccccc3-c3nc(-c4ccc(C)cc4)no3)CC2=O)cc1 (stereo not drawn)	20.1%	-2.8%	2.9%	.	.	.	-0.2%	.	.
O=C(NCc1ccco1)C1CC(O)CN1C(=O)Nc1ccccc1 (stereo not drawn)	8.5%	7.9%	0.1%	-3.7%	-0.8%	9.0%	0.1%	0.0	i
O=C(NCCN1CCOCC1)/C(=C/c1ccccc1)NC(=O)c1ccccc1	3.6%	-5.9%	4.0%	7.2%	-1.3%	4.8%	-1.6%	-2.9	i
O=C(NCc1ccc(F)cc1)c1cc(-c2ccncc2)nc2ccccc12	16.0%	-12.5%	3.2%	-7.5%	?	-1.4%	1.2%	-1.0	i

Structures above with a Cl atom (8):
SMILES	Nrf2 inh	TGFb inhibitor	Nrf2 activator	EPAC2 antag	Mm-Cpn inhibitor	EPAC2 agonist	A549 tox	CCT modulator	Akt phos inh
O=C(NNC(=S)NCc1ccc(Cl)cc1)c1cccnc1	-2.4%	1.3%	-0.8%	3.8%	0.7%	0.8%	-1.3%	-1.9	i
O=C(NCCc1ccccc1)c1ccc(CS(=O)(=O)c2ccc(Cl)cc2)o1	21.7%	?	6.8%&7.9%	-4.4%	-4.4%	-3.6%	9.3%&-10.8%	0.6	i
CC(=O)N1CC(=O)N(OCc2ccccc2)C1c1ccc(Cl)cc1Cl (stereo not drawn)	10.0%	3.4%	-0.1%	-0.2%	2.1%	9.7%	2.5%	-0.8	.
CC1CCN(C(=O)COC(=O)c2ccc(Cl)nc2)CC1	3.0%	-5.4%	0.1%	-6.1%	2.7%	5.8%	0.2%	-0.8	i
Cc1cc(Cl)ccc1OC(C)C(=O)OCC(=O)Nc1ccc2[nH]c(=O)[nH]c2c1 (stereo not drawn)	9.1%	-19.6%	0.0%	-29.4%	-6.9%	1.8%	0.6%	-0.3	i
CN1CCN/C1=C(/C(Cl)=C(Cl)Cl)[N+](=O)[O-]	-12.3%	10.6%	16.1%	-0.9%	-0.4%	6.1%	-8.6%	0.1	i
O=c1[nH]c2cc(Cl)cc(Cl)c2[nH]c1=O	3.1%	8.5%	2.4%	27.2%	-6.7%	3.5%	-5.0%	-1.2	i
O=C(C(=O)N1CCN(c2cccc(Cl)c2)CC1)N1CCCCC1	1.7%	48.5%[activator]	0.3%	-0.2%	-5.5%	13.1%	-1.9%	-1.2	i

Screens deposited in PubChem BioAssay by National Center for Advancing Translational Sciences (NCATS).
